Bioassay records from PubChem BioAssay.
HT1080-NT tox: kills 2HG-producing HT-1080-NT fibrosarcoma cells; HT-1080-NT fibrosarcoma viability, CellTiter-Glo ATP luminescence, 48 h; Potency, µM (highest dose often 46.1 µM), without a hit: top-dose activity, negative = less viability, hits mostly cytotoxic; actives 1.6% (n = 360,000);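 further: NT is the 2HG producing partner of a matched IDH1 knockdown line; 0% = DMSO-treated cells and -100% = media-only wells without cells; nearly all actives have a fitted effect of over 55% in size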
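750 cells/well, RPMI + 5% FBS; 2 h settle, compound pin-transfer, 48 h at 37 degrees C. CellTiter-Glo 10 min RT, luminescence. Normalized to DMSO and media-only wells.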
HT1080 IDH1KD tx: toxicity to HT-1080 IDH1 knockdown cells (counter line); HT-1080 IDH1 knockdown viability, ATP luminescence, 48 h; Potency, µM (top dose mostly 46.1 µM), for inactives: at the highest dose activity, negative = toxicity, usual class: cytotoxic; actives 2% (n = 360,000);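 further: 0% = DMSO wells and -100% = cell-free medium wells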
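IDH1KD HT-1080 cells, 750/well, RPMI + 5% FBS; compound pinned after 2 h settling; 48 h, 37 °C; CellTiter-Glo luminescence; % activity normalised to DMSO and no-cell wells; curves fitted, classed by r2 and efficacy.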
GLP1R ag: GLP-1 receptor (human) agonism. P43220. HEK293 GLP-1R CRE-luciferase, luminescence, 4-6 h; cells express a hypersensitive GLP-1R form. Potency, µM (series often up to 45.6 µM), without a hit: top-dose activation, hits mostly activators. actives 0.007% (n = 380,000). AID 624172; further: % of control where 0% means no effect
Target sequence (P43220 whole entry, looked up): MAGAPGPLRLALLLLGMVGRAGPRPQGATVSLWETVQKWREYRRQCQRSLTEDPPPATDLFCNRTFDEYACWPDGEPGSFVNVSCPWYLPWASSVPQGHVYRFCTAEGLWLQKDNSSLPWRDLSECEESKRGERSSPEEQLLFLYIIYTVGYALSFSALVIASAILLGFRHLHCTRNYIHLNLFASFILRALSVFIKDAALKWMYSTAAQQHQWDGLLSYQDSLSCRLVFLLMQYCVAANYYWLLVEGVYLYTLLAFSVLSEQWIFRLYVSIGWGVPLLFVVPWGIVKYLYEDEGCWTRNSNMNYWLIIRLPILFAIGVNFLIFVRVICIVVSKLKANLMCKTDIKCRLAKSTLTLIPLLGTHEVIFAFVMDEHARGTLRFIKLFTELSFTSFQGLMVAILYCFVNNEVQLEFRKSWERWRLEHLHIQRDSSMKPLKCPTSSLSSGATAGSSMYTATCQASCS
TDP43 rescue: inhibitors of TDP-43 toxicity in yeast. AID 652104. actives 1.8% (n = 410,000). Potency, µM (titrated, usually from 46.1 µM), for inactives: top-dose growth rescue (activation), most hits filed as activators. TDP-43 expressing yeast growth rescue, BacTiter-Glo, 24 h; further: % of control where 0% means no effect; nearly all actives have a fitted effect of over 50% in size
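Cell-based yeast growth screen: TDP-43 expression induced in galactose, inoculum OD600=0.02 after raffinose pregrowth to mid-log. Read-out BacTiter-Glo luminescence at 24 hr, 30 deg C; inhibition of toxicity seen as signal increase.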
GLP-1R inv ag: inverse agonists of human GLP-1 receptor | HEK293 GLP-1R CRE-luciferase, luminescence, 24 h; GLP-1R form is constitutively active | Potency, µM (top dose mostly 38.3 µM), for inactives: at the highest dose activity change, negative = inhibition, most hits filed as inhibitors | actives 1.6% (n = 410,000) | AID 624417; further: on the % scale 0 is the no-effect control and ±100 the full control effect; nearly all actives have a fitted effect of over 55% in size
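Readout was luciferase luminescence, measured 12 min after detection reagent at room temperature. Beforehand, GLP-1R reporter HEK293 cells had sat 12 h, then received compounds for 24 hr at 37 deg C.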
SW480 rerep: induces DNA re-replication in SW480 colon adenocarcinoma cells; SW480 DNA re-replication, Hoechst DNA content imaging, 48 h; AID 624297; actives 1.8% (n = 340,000); Potency, µM (highest dose often 46.1 µM), for inactives: top-dose re-replication activation, hits mostly activators; further: % of control where 0% means no effect; nearly all actives have a fitted effect of over 55% in size
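Image-based DNA-content assay: after two days of treatment, nuclei were labelled with the DNA dye Hoechst and imaged, and hits were compounds raising the count of nuclei showing high fluorescence intensity.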
KB-V1 cytotox: KB-V1 MDR subline cytotoxicity | Potency, µM (titrated, usually from 46.1 µM), for inactives: at the highest dose activity change, negative = cytotoxicity, actives largely listed as cytotoxic | KB-V1 MDR cells viability, CellTiter-Glo, 72 h | actives 3.4% (n = 400,000); further: on the % scale 0 is the no-effect control and ±100 the full control effect; nearly all actives have a fitted effect of over 60% in size
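qHTS viability screen in drug-selected KB-V1 MDR cells: 72 h compound treatment at 37 degrees C, ATP luminescence end point.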
GLP1R cytotox: cytotoxicity in counter-screen for GLP-1R inverse agonists; Potency, µM (series often up to 38.3 µM), for inactives: at the highest dose activity change, negative = inhibition, hits mostly inhibitors; HEK293 cAMP-luciferase reporter cells, luminescence, 24 h; actives 0.13% (n = 410,000);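 further: loss of luciferase light is scored as toxicity; on the % scale 0 is the no-effect control and ±100 the full control effect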
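Quantitative HTS format, 1536 wells, 200 cells/uL seeded. Compounds: 23 nL, 24 h, 37 °C. Detection: luciferase reagent, luminescence at 12 min RT; decreased signal taken as cytotoxic.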
KB-3-1 cytotox: KB-3-1 parental cell cytotoxicity; KB-3-1 viability, CellTiter-Glo ATP luminescence, 72 h; Potency, µM (titrated, usually from 46.1 µM), without a hit: at the top dose activity change, negative = cytotoxic, most hits filed as cytotoxic; actives 1.4% (n = 400,000); further: on the % scale 0 is the no-effect control and ±100 the full control effect; nearly all actives have a fitted effect of over 60% in size
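KB-3-1 parental drug-naive adenocarcinoma cells in DMEM/10% FBS, incubated 72 h at 37 C with pin-transferred compounds across a concentration series. Viability by CellTiter-Glo luminescence; concentration-response curves fitted after normalization.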
Starred values were filed as active, the others as inactive; ? = inconclusive; · = no result given; [ ] = dose if it differs, or a comment. The call rests on the fitted dose curve; in most records, active means well fitted curve in the direction sought with a large enough effect; inconclusive means small, poorly fitted or top-dose-only effect, or another doubt; inactive means no such curve, though single readings can be large; an effect the other way counts as inactive or inconclusive. Potency means the concentration at half of the fitted maximal effect.

SMILES | HT1080-NT tox | HT1080 IDH1KD tx | GLP1R ag | TDP43 rescue | GLP-1R inv ag | SW480 rerep | KB-V1 cytotox | GLP1R cytotox | KB-3-1 cytotox
Cc1ccc2c(c1)C(O)(C1COC(C)(C)CC1=O)C(=O)N2C (stereo not given) | 14% | 23% | 14% | -20% | 16% | ? | 15% | -5% | ?
CC(C)OC(=O)c1c(NC(=O)c2cccs2)sc2c1CCCC2 | -1% | 17% | -12% | -13% | 0% | 10% | 0% | 3% | 2%
C=CCn1cc(-c2ccc(Cl)cc2)cc(C#N)c1=O | 3% | -2% | -3% | 16% | 0% | 18% | 13% | 0% | 0%
Clc1ccccc1-c1nc(-c2ccc(Br)o2)no1 | -15% | -4% | -3% | ? | ? | 9% | -3% | -1% | ?
COc1ccc(C2(Nc3cccc(F)c3)C(=O)c3ccccc3C2=O)cc1 | · | · | · | 10% | -20% | · | 16% | -12% | 1%
CC(C)CCN1C(=O)CCC1(C)C(=O)NC1CCCCCCC1 (stereo not given) | 0% | -4% | 12% | -10% | 0% | -5% | -15% | -6% | 13%
CC1Cc2cc(/C(O)=C3/C(=O)C(=O)N(CCCn4ccnc4)C3c3ccncc3)ccc2O1 (stereo not given) | 4%[9.24 µM] | -10% | 6% | -18% | 1% | -6% | 21% | -10% | 3%
COc1ccccc1C(CNC(=O)c1cccc(NS(=O)(=O)c2ccc(Br)cc2)c1)N(C)C (stereo not given) | 1% | -12% | -1% | -17% | 10µM* | ? | 12% | ? | 1%
O=C(/C=C/c1ccccc1)Nc1nc2n(n1)C(c1ccc(Cl)cc1)C=C(c1ccccc1)N2 (stereo not given) | · | · | · | 17%[9.22 µM] | 11% | · | 12% | 25% | -7%
O=C(CCc1ccccc1)Nc1ccccc1C(F)(F)F | 6% | 7% | 5% | 26% | -16% | ? | 0% | -10% | -7%
O=C(NCc1ccccc1)/C(NC(=O)c1ccccc1)=C(/Sc1ccccn1)c1ccccc1 | -3% | -28% | -9% | 7% | ? | -2% | -7% | -19% | 0%
O=C(NC1CCCC1)C(c1ccccn1)N(Cc1ccc(F)cc1)C(=O)c1csnn1 (stereo not given) | 4% | 5% | 9% | -3% | 2% | -14% | -15% | 6% | ?
CCNC(=S)N1CC(C)OC(C)C1 (stereo not given) | 3% | 18% | -9% | 3% | 4% | -16% | ? | 5% | 5%
Cc1cc(Nc2sc(C(=O)c3ccc(F)cc3)c(N)c2C(=O)Nc2ccc(F)cc2)ccc1Cl | · | · | · | 21% | ? | · | ? | ? | ?
CCOC(=O)[C@]12CCC=C1N(Cc1ccco1)C(=O)[C@H](CC(=O)N1CCCCC1)C2 | 25% | 11% | 3% | 0% | -6% | · | 0% | 4% | 14%
CCOC(=O)c1c(C)oc2nc(C)nc(NCCc3ccc(Cl)cc3)c12 | · | · | · | 0% | 2% | · | -29% | -7% | 0%
COc1ccc(-n2c(Cc3cccn3C)nnc2SCC(=O)Nc2nc(C)cs2)cc1 | -3% | -9% | 3% | -18% | 11% | -1% | -18% | 2% | 4%
CN(C)c1ccc(P(=O)(CC(=O)N/N=C/c2ccc(C#N)cc2)OCCCl)cc1 (stereo not given) | 13% | 6% | 11% | 19% | 13% | 1% | -13% | 1% | -15%
Clc1ccc(-c2nnc3n2CCCC3)cc1Cl | -1% | -4% | 9% | -18% | 2% | 3% | -23% | 7% | 3%
COc1ccc(-c2ccc(SCC(=O)N3CCOCC3)nn2)cc1OC | -11%[9.24 µM] | -23% | 3% | -19% | 0% | -2% | -14% | 4% | 0%

Next part; the last two above are carried over.
SMILES | HT1080-NT tox | HT1080 IDH1KD tx | GLP1R ag | TDP43 rescue | GLP-1R inv ag | SW480 rerep | KB-V1 cytotox | GLP1R cytotox | KB-3-1 cytotox
Clc1ccc(-c2nnc3n2CCCC3)cc1Cl | -1% | -4% | 9% | -18% | 2% | 3% | -23% | 7% | 3%
COc1ccc(-c2ccc(SCC(=O)N3CCOCC3)nn2)cc1OC | -11%[9.24 µM] | -23% | 3% | -19% | 0% | -2% | -14% | 4% | 0%
CC(C)(C)OC(=O)N1Cc2ccccc2C[C@H]1C(=O)O | 10% | 22% | -9% | -2% | 0% | -6% | 0% | -8% | 15%
Cn1c(NCc2ccccc2F)nc2cc(-c3ccccc3)sc2c1=O | ? | -21% | 5% | 34% | -13% | · | ? | 1% | ?
O=C1CCCC2=C1C(c1ccc3c(c1)OCO3)c1c([nH]n(-c3ccccc3)c1=O)N2 (stereo not given) | -15% | -17% | 0% | -27% | 1% | -3% | -2% | -16% | 10%
CCN(CC)C(=O)c1cccc(NC(=O)C2=COCCO2)c1 | -6% | 3% | 2% | 7% | 0% | -3% | 14% | 0% | 0%
COc1ccc2c(c1OC)C(=O)OC2CC(=O)c1ccc(O)c(O)c1 (stereo not given) | 16% | 7% | -10% | -5% | 7% | -4% | -21% | -26% | -2%
Cc1ccccc1C(=O)Nc1ccccc1NC(=O)c1ccccc1C | 11% | 1% | 8% | -14% | ? | -8% | -5% | -6% | 1%
CCNC(=S)N/N=C(\C)c1ccc(N2CCOCC2)cc1 | 17% | 16% | 20% | -7%[0.397 µM] | ? | -1% | -4% | ? | -3%
CCN(Cc1ccccc1)C(=O)COC(=O)CNS(=O)(=O)c1ccc(C)cc1 | 4% | 7% | -3% | 10% | 1% | -2% | -1% | -4% | 13%
COc1ccccc1Cc1c(C2CCCCC2)nc2c3ccccc3ccn12 | 4% | -18% | 0% | -9% | 5% | · | ? | 1% | -19%
O=C(C1CCCO1)N1CCC(c2nc3ccccc3[nH]2)CC1 (stereo not given) | 14% | 8% | -10% | -16% | 0% | -2% | 17% | -7% | -5%
COc1cc(C(=O)Nc2cccc(-c3cn4cccnc4n3)c2)cc(OC)c1OC | -9% | -1% | 13% | · | 8% | 9%[1.84 µM] | 0% | -12% | -1%
COc1ccccc1/C=C/C(=O)NCC(=O)N/N=C(\CCC(=O)O)c1ccccc1 | -2% | 21% | 4% | -18%[0.397 µM] | -21% | 5% | 13% | -17% | 2%
O=C(CNC(=O)c1cc2ccccc2o1)NCc1cccs1 | -14% | -20% | 2% | 16% | -15% | 2% | -23% | -12% | ?
COc1ccc2c(c1)c(=O)c(C(=O)c1ccc(F)cc1)cn2CC(=O)Nc1ccc(F)cc1 | -11% | -4% | -2% | 20% | -25% | 3% | 3% | -21% | -19%
CC1(C)Cc2c(sc3nc[nH]c(=O)c23)CO1 | 15% | 2% | 3% | -19% | 42%[activator] | 5.2µM* | -1% | -5% | 2%
CCCS(=O)(=O)NC(=O)C1(C)CCCN(C(=O)c2cccc(Cl)c2)C1 (stereo not given) | ? | 13% | -8% | 15% | -1% | · | 5% | -10% | 0%
CCS(=O)(=O)N1CCN(c2ccc(Cl)cc2[N+](=O)[O-])CC1 | 21% | 17% | -8% | ? | 8% | · | ? | -24% | -17%
COc1cc(C(=O)NNC(=O)NC2CCCCC2)cc(OC)c1OC | 13% | 4% | 5% | 3% | 0% | -8% | -3% | 17% | 15%
O=C(O)C1C2C=CC(C2)C1C(=O)NC(c1ccccc1)c1ccccc1 (stereo not given) | -5% | -3% | -4% | -6% | 1% | -3% | 0% | -11% | -11%
CCCCc1c(O)nc(SCCN(C)C)n(-c2ccccc2)c1=O | 5% | 6% | -5% | -2% | 6% | -1% | 19% | 4% | 2%

Random excerpt: three compounds from above, in no set order.
SMILES | HT1080-NT tox | HT1080 IDH1KD tx | GLP1R ag | TDP43 rescue | GLP-1R inv ag | SW480 rerep | KB-V1 cytotox | GLP1R cytotox | KB-3-1 cytotox
O=C(C1CCCO1)N1CCC(c2nc3ccccc3[nH]2)CC1 (stereo not given) | 14% | 8% | -10% | -16% | 0% | -2% | 17% | -7% | -5%
COc1cc(C(=O)Nc2cccc(-c3cn4cccnc4n3)c2)cc(OC)c1OC | -9% | -1% | 13% | · | 8% | 9%[1.84 µM] | 0% | -12% | -1%
CCN(CC)C(=O)c1cccc(NC(=O)C2=COCCO2)c1 | -6% | 3% | 2% | 7% | 0% | -3% | 14% | 0% | 0%

(more compounds)
SMILES | HT1080-NT tox | HT1080 IDH1KD tx | GLP1R ag | TDP43 rescue | GLP-1R inv ag | SW480 rerep | KB-V1 cytotox | GLP1R cytotox | KB-3-1 cytotox
Cc1ccccc1NC(=O)CCCn1nc(C)c2c(C)n(-c3ccccc3)nc2c1=O | 7% | 2% | -7% | 6% | 3% | -35%[inhibitor] | 9% | -6% | -2%
O=C1c2ccccc2S(=O)(=O)N1CC(O)COc1ccc(Cl)cc1 (stereo not given) | -2% | 0% | 1% | -18% | 2% | 17% | 0% | 74%[activator] | 24%
CC(=O)OC(C)(C)/C=C/C(=O)[C@](C)(O)C1[C@H](O)C[C@@]2(C)C3CC=C4C(C=C(O[C@@H]5O[C@H](CO)[C@@H](O)[C@H](O)[C@H]5O)C(=O)C4(C)C)[C@]3(C)C(=O)C[C@]12C (stereo not given in full) | ? | 23µM* | -3% | 6% | -15% | 0.92µM* | ? | ? | ?
Cc1ccc(-n2c3c(cc(-c4nc(-c5ccc(Cl)cc5)cs4)c2=O)C(=O)CC(C)(C)C3)cc1 | · | · | · | 11% | 3% | · | 2% | -8% | -2%
O=C(Cc1ccccc1)Nc1ccc(NC(=O)C2CC2)nc1 | 5% | 16% | 3% | -20% | -5% | -1% | -2% | -8% | -3%
CC(=O)/C(=N\Nc1ccccc1)Oc1ccc([N+](=O)[O-])cc1 | -8% | -2% | -4% | 0% | ? | -1% | 15% | -12% | -7%
COc1cc2c(cc1OC)CN(CC(=O)Nc1ccc(S(=O)(=O)N3CCCC3)cc1)CC2 | -9% | -11% | -4% | 10% | 20% | 14% | -3% | 5% | 18%
CCCN1C2=NCCCN2c2ccccc21 | 13% | 3% | -2% | -18% | 5% | -2% | 14% | 1% | 3%
C=CCNC(=S)NNC(=O)c1ccccc1OCC | -2% | 6% | 3% | 5%[9.22 µM] | 2% | 2% | -21% | 0% | -1%
CC(=O)N1CCc2cc(S(=O)(=O)CCC(=O)Nc3ccc(C)cc3Br)ccc21 | · | · | 0% | 20% | 0% | · | -27% | -9% | 1%
CCOC(=O)c1sc(NC(=O)/C=C/c2ccc(F)cc2)nc1C | -3% | 9% | 10% | -10% | -5% | 4% | 23% | 0% | 0%
